High-throughput results deposited in PubChem by The Scripps Research Institute Molecular Screening Center.
NR2F2 inh = NR2F2 transcriptional activity inhibitors, primary screen, cell-based, luciferase reporter, HEK293T, luminescence; AID 686940, 2013; COUP transcription factor 2 (Homo sapiens), P24468; HEK293T NGFI-A luciferase reporter; actives 0.7% (n = 370,000); inhibition, % at 8.6 µM;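 active = inhibition above a per-plate cutoff, mean inhibition of test wells between control levels plus 3 SD, cut at about 38% in these data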;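 also: cells cotransfected with COUP-TFII expression vector driving the NGFI-A reporter; 0% = median of COUP-TF2 test wells and 100% = reporter-only cells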
SRC2 inh = inhibition of GAL4-SRC2 driven luciferase reporter, primary screen, SRC2 inhibitor project, cell-based, luminescence; HEK293 GAL4-SRC2 luciferase reporter; inhibition, % at 9 µM; actives 0.17% (n = 370,000);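 active = inhibition above the mean inhibition of all tested compounds plus 3 SD, set per campaign, cut at about 52% in these data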;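 also: 0% = DMSO treated cells and 100% = cells given Gossypol at 36 µM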
An asterisk follows results filed as active. These rows are one share of the data; the hit share may differ from the screen's.

SMILES	NR2F2 inh	SRC2 inh
O=C(NCCc1ccccc1)OCc1cn(Cc2ccccc2F)nn1	2	9
COC(=O)C1=C(C)N(Cc2cccc(C(F)(F)F)c2)C(=NCC2CC2)NC1c1ccccc1 (stereo not given)	8	9
Cc1ccc(Nc2ccc(C(=O)O)cc2N)cc1	-57	-87
Oc1c(C=NCc2ccncc2)sc2ccccc12	-14	-43
O=C(COCc1ccccc1)N1CCC(Oc2cccnc2)CC1	-18	-39
O=C(CSc1nnc(-c2ccco2)n1Cc1ccco1)c1ccc([N+](=O)[O-])cc1	5	-5
C[C@H](O)[C@@H]1C(=O)N2CCc3c([nH]c4cccc(-c5ccccc5)c34)[C@@H]2C[C@@H]1N(C)C(=O)NC1CCCCC1	5	-11
CCCc1c(Cc2cccc(F)c2)ncn1CCc1ccccc1OC	7	9
CCOc1ccc(-n2c(SCC(=O)Nc3cc(C)c(NC(=O)c4ccccc4)cc3OC)nnc2-c2cccc(Cl)c2)cc1	23	-12
COC(=O)[C@]12C[C@H](CC(=O)NCCc3ccccc3OC)C(=O)N(CCc3ccc(OC)c(OC)c3)C1=C[C@H](C(C)(C)C)O[C@@H]2C	25	-22
O=C(Nc1nc2ncccn2c1-c1ccc(F)cc1)c1ccccc1	17	-24
CC(=O)Nc1nc2ncccn2c1-c1ccccc1	-6	11
COC(=O)[C@H](CC(C)C)N1Cc2nnn(CC3CCCCC3)c2-c2ccccc2S1(=O)=O	1	4
CCOC(=O)C1=CC[C@@H](c2ccccc2)C(C#N)(C#N)[C@H]1/C=C/c1ccccc1	4	9
COc1ccc(S[C@]2(C(=O)N3CCN(c4ncccn4)CC3)CC(=O)N(c3ccsc3)[C@@H]2c2ccc(OC)cc2)cc1	3	12
COc1ccc(C(C)(C)C)cc1NC(=O)OC[C@@H]1CSCCS(=O)(=O)N1	-5	2
COCCCN1CCC2(CCC(c3ccccc3)CC2)C1=O (stereo not given)	-22	-51
C[C@H]1COc2cc(Br)ccc2S(=O)(=O)N1Cc1cn(Cc2ccccc2)nn1	0	2
COc1cccc(C(CC2=CCCCC2)NC(=O)C(F)(F)F)c1 (stereo not given)	-14	2
CC(=O)C(Sc1ncnc2c1nnn2-c1ccc(F)cc1)C(=O)N(C)C (stereo not given)	1	-9
CC1=NN(c2nc(-c3ccc(C#N)cc3)cs2)C(=O)C1	-2	9
O=C(Nc1cccc(C(F)(F)F)c1)OC1CCC12CCC(c1ccccc1)CC2 (stereo not given)	2	5
O=C(Nc1ccc(F)cc1)OCc1cn(Cc2cccc(C(F)(F)F)c2)nn1	-21	6
COC(=O)C1CN(Cc2ccc(OC)cc2)CCS(=O)(=O)N1Cc1cn(Cc2ccc(OC)cc2)nn1 (stereo not given)	20	-27
CN(CCO)C(=O)c1nc[nH]c1C(=O)N1CCN(c2ccccc2)CC1	7	4

Not a retest: an excerpt of the list.
SMILES	NR2F2 inh	SRC2 inh
O=C(NCCc1ccccc1)OCc1cn(Cc2ccccc2F)nn1	2	9
COC(=O)C1=C(C)N(Cc2cccc(C(F)(F)F)c2)C(=NCC2CC2)NC1c1ccccc1 (stereo not given)	8	9

Profiles as entered above:
`O=C(COCc1ccccc1)N1CCC(Oc2cccnc2)CC1` as listed: NR2F2 inh: -18; SRC2 inh: -39
`CC(=O)Nc1nc2ncccn2c1-c1ccccc1` as listed: NR2F2 inh: -6; SRC2 inh: 11

Going on with the list.
SMILES	NR2F2 inh	SRC2 inh
CC(=O)O[C@H]1C=C[C@@H](NC(=O)OC(C)(C)C)C1	-26	-13
O=C(Nc1ccc(C(F)(F)F)cc1)OC1CC2CC1[C@H]1CCCCN1[C@H]2Cc1ccccc1 (stereo not given in full)	-6	1
CCCCOCCCNC(=O)C[C@H]1C(=O)N(Cc2ccc(OC)cc2)C2=CCCCC[C@@]21C(=O)OC	-7	-24
Cc1cc(Br)c2nc(-c3ccc(F)cc3)c(Cc3cccc(Cl)c3)n2c1	-10	-27
COC(=O)c1[nH]c2cccc(OC)c2c1NC(=O)CCN1CCN(c2ccccc2F)CC1	3	0
COC(=O)C1CN(Cc2cn(CCC3OCCO3)nn2)CCS(=O)(=O)N1Cc1ccc(C)cc1 (stereo not given)	-4	-12
CCOc1ccc(N(CC(=O)Nc2c(C)n(C)n(-c3ccccc3)c2=O)S(=O)(=O)c2ccc(C(C)(C)C)cc2)cc1	10	15
Cc1ccc(CNC(=O)CC2Nc3c4ccccc4nc(=S)n3C2=O)cc1 (stereo not given)	9	1
COC(=O)CSc1nnc(-c2ccc(NS(=O)(=O)c3ccc(Cl)s3)cc2)o1	4	-1
Cc1ccc(OCCNC(=O)[C@@H](Cc2ccccc2)NC(=O)[C@H]2O[C@@H](n3ccc(=O)[nH]c3=O)[C@H](O)[C@@H]2O)cc1C	9	-2
CN(Cc1ccccc1)C(=O)c1ccc(NC(=O)Cc2ccc(NC(=O)C3CCN(C(=O)C4CC4)CC3)cc2)cc1	6	3
FC(F)(F)c1cccc(N2CCN(C3=Nc4ccccc4Sc4ccccc43)CC2)c1	22	-4
Cc1cc(C)nc(N2CCC(C(=O)N(C)CCc3ccccc3)CC2)n1	13	33
CCCCNc1cccc2c1S(=O)(=O)N[C@@H](Cc1ccccc1)CO2	4	-7
N#CCC1(O)C(=O)Nc2ccccc21 (stereo not given)	17	-19
COC(=O)[C@@]12CCCCC3=C1N(CCC3)C(=O)[C@H]2CC(=O)NCCC(C)C	2	-2
CSc1nc(SCC(=O)NCC2CCCO2)c2c3c(sc2n1)CN(C)CC3 (stereo not given)	5	-20
Cc1ccc(NC(=O)NCc2ccco2)cc1[N+](=O)[O-]	-25	-2
O=c1[nH]c(-c2ccccc2)cn1C1CCN(Cc2ccc(-c3nc4ccccc4nc3-c3ccccc3)cc2)CC1	20	11
Cc1ccc2c(c1)N(CCCC(=O)N(C)Cc1ccc(F)cc1)C(=O)CO2	7	-8
O=c1[nH]c2cccnc2n1-c1cccc([N+](=O)[O-])c1	-17	10
COC(=O)C[C@@H]1CC[C@@H]2[C@H](COc3ccc(NC(=O)Nc4c(C)noc4C)cc3C(=O)N2C)O1	2	3
C=CCNc1cccc2c1S(=O)(=O)N[C@@H](Cc1ccccc1)CO2	17	21
Cc1ccc(NC(=O)Nc2cc(C)nn2-c2ccccc2)cc1	-18	-32
CCc1c(C)nc(SCC(=O)N2CCc3ccccc32)[nH]c1=O	4	4

Reprinted at random: 7 entries already listed.
SMILES	NR2F2 inh	SRC2 inh
N#CCC1(O)C(=O)Nc2ccccc21 (stereo not given)	17	-19
Cc1ccc(NC(=O)NCc2ccco2)cc1[N+](=O)[O-]	-25	-2
FC(F)(F)c1cccc(N2CCN(C3=Nc4ccccc4Sc4ccccc43)CC2)c1	22	-4
Cc1ccc(NC(=O)Nc2cc(C)nn2-c2ccccc2)cc1	-18	-32
CC(=O)O[C@H]1C=C[C@@H](NC(=O)OC(C)(C)C)C1	-26	-13
Cc1ccc(CNC(=O)CC2Nc3c4ccccc4nc(=S)n3C2=O)cc1 (stereo not given)	9	1
O=c1[nH]c(-c2ccccc2)cn1C1CCN(Cc2ccc(-c3nc4ccccc4nc3-c3ccccc3)cc2)CC1	20	11

Three entries already listed, sorted by the number in NR2F2 inh, high to low.
SMILES	NR2F2 inh	SRC2 inh
Cc1ccc2c(c1)N(CCCC(=O)N(C)Cc1ccc(F)cc1)C(=O)CO2	7	-8
CCOC(=O)C1=CC[C@@H](c2ccccc2)C(C#N)(C#N)[C@H]1/C=C/c1ccccc1	4	9
COC(=O)[C@H](CC(C)C)N1Cc2nnn(CC3CCCCC3)c2-c2ccccc2S1(=O)=O	1	4

The list goes on:
SMILES	NR2F2 inh	SRC2 inh
CCCCNc1cccc2c1S(=O)(=O)N[C@H](Cc1ccccc1)CO2	3	20
COc1cccc(Cn2cc(COC(=O)N3CCCC3)nn2)c1	-6	7
Fc1ccccc1-c1n[nH]c(=S)n1N=Cc1ccc(OCc2ccccc2)cc1	-19	-41
CN(c1ccc(NC(=O)Cc2c[nH]c3ccccc23)cc1)c1ccccn1	-15	2
O=C(Nc1ccc(OC(F)(F)F)cc1)Nc1c(-c2ccc(C(F)(F)F)cc2)nc2ncccn12	4	-5
C[C@H]1/C=C/CC(=O)N[C@@H](c2ccc3ccccc3c2)[C@@H](C)/C=C/CC(=O)N[C@H]1c1ccc2ccccc2c1	0	17
Cc1cccc(CCNC(=O)Cn2ncc3c2-c2cc(C)ccc2OC3)c1	-5	0
CCCCN1CC[C@@H](C)Oc2cc(Br)ccc2S1(=O)=O	26	6
O=C(CCc1ccccc1)N[C@H]1C(=O)CCC[C@]12C(=O)N(Cc1ccccc1)c1ccccc12	32	-3
C[C@]12Cc3ccccc3C1CC1=N[C@@H](c3ccccn3)O[C@@]13C[C@@H]2C(=O)N3C1CCN(Cc2ccccc2)CC1 (stereo not given in full)	9	-18
O=C(N[C@@H](Cc1cccnc1)C(=O)N1CCC[C@H]1C(=O)NCc1ccccc1)c1ccc(Cl)c(Cl)c1	-11	9
COCC(=O)N(Cc1ccccc1)c1ccccc1C(=O)Nc1cc(OC)ccc1OC	-4	15
COC(=O)C1CN(C2CCCC2)CCS(=O)(=O)N1Cc1cn(Cc2ccc(F)cc2)nn1 (stereo not given)	5	0
Cn1nc(C(C)(C)C)cc1C(=O)NCC1CCN(C(=O)C(=O)c2cc3ccccc3o2)CC1	41*	-9
CCOC(=O)N1CCN(C(=O)C[C@H]2C[C@@]3(C(=O)OC)C(=C[C@H](COCc4ccccc4)O[C@@H]3C)N(Cc3ccc(Cl)cc3Cl)C2=O)CC1	21	-6
CCCCc1c(-c2ccccc2OC)ncn1Cc1ccc(Br)cc1	17	11
COc1cc(NC(=O)C2CCCN(S(=O)(=O)c3cccc4cccnc34)C2)cc(OC)c1 (stereo not given)	-4	1
O=C(NC1CCCCN(Cc2cccc(C(F)(F)F)c2)C1=O)c1ccccc1I (stereo not given)	22	19
CC(C)OC(=O)[C@@H](Cc1ccccc1)N[C@H](/C=C/c1ccccc1)[C@@H](O)Cc1ccccc1	-17	10
C=CCN1C(=O)[C@@H](CC(=O)NCCCN2CCCC2=O)[C@]2(C(=O)OCC)CCCCC/C=C/12	-11	-18
Cc1ccc2c(c1)C(CS(=O)(=O)NCc1ccc(F)cc1)NC2 (stereo not given)	-12	-11
COC(=O)[C@]12C[C@H](CC(=O)NCc3ccc(C)o3)C(=O)N(CCC3=CCCCC3)C1=C[C@H](C(C)C)O[C@@H]2C1CC1	10	31
C=CCN(CC#Cc1ccccn1)Cc1ccc(OC)cc1OC	1	-1
COC(=O)c1cc2c(c3c4cc(F)ccc4n(S(=O)(=O)c4ccccc4)c13)C(=O)N(Cc1ccco1)C2	10	23
CCCCCCCCN1C(=O)[C@@H](CC(=O)NCC2CCCCC2)C[C@@]2(C(=O)OC)C1=C[C@H](C(C)(C)C)O[C@@H]2C	11	8
Cc1ccc2nc(-c3cccc(Cl)c3)c(Cc3ccsc3)n2c1	-31	-71
COC(=O)C1=C(C)N(Cc2ccccc2C(F)(F)F)C(=NCc2ccc(OC)cc2)NC1c1cccc(Cl)c1 (stereo not given)	-1	18
CC[C@@H](CCC1CCCCC1)CN(c1ccccc1)S(C)(=O)=O	1	0
